Screening data: PubChem, National Center for Advancing Translational Sciences (NCATS)
pAkt inh – blocks phosphorylation of Akt. Neuro2A IGF-stimulated pAkt S473 HTRF, 20 min; active compounds read low. activity change, % for hits at 50 µM. actives 0.32% (n = 360,000). AID 651550; in the data active = activity change below about -80%; inconclusive = mostly about -51% to -80%; also: % is scaled to controls: 0 for no effect and ±100 for the full control effect
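Single-point screen (50 µM final compound) in Neuro2A cells stimulated 20 min with 6 nM IGF at 37 deg C. After lysis, Ser473-phosphorylated Akt read by HTRF (ex 330 nm, em 615/665 nm) as the 665/615 ratio.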
HepG2 viability – kills HepG2 cells in TGF-b inhibitor counter-screen | Potency, µM (highest dose often 46.1 µM), for inactives: at the top dose activity change, negative = cytotoxicity, most hits filed as cytotoxic | actives 0.76% (n = 410,000) | HepG2 CAGA-GFP viability, ATP luminescence, 18 h; also: potency is read from the fitted curve at half-maximal effect; some results filed as inactive show a strong effect at the top dose
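HepG2 CAGA-GFP cells (1000/well, DMEM with 1% FBS) received compound, then TGF-beta at 500 pg/mL final, and were incubated 18 hours at 37 degrees C. Viability was read by CellTiter-Glo luminescence. Media-only wells were set as complete cell-killing and DMSO as no toxicity.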
CCT chaperon mod – changes cytosolic chaperonin activity; purified chaperonin ATPase assay, HTRF ADP detection, 30 min; activity change, % (test concentration not listed), hits read low; actives 0.3% (n = 360,000); AID 651819; in the data active = activity change below about -30%; also: % is scaled to controls: 0 for no effect and ±100 for the full control effect
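TRiC (40 or 20 nM final, by batch activity) in 30 mM Tris pH 7.4, 100 mM KCl, 5 mM MgCl2, 1 mM DTT was treated with compound at 76 uM single dose, then 10 uM ATP, 30 min at 37 °C. ADP was read by HTRF Transcreener.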
Mm-Cpn inhibitor – M. maripaludis TRiC chaperonin inhibition. purified Mm-Cpn ATPase, ADP Transcreener TR-FRET. actives 0.031% (n = 330,000). Potency, µM (series often up to 76.9 µM), for the others: at the top dose activity, negative = inhibition, usual class: inhibitors; also: potency is read from the fitted curve at half-maximal effect; % is scaled to controls: 0 for no effect and ±100 for the full control effect; nearly all actives have a fitted effect of over 80% in size
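Reaction buffer contained 30 mM Tris pH 7.4, 100 mM KCl, 5 mM MgCl2 and 1 mM DTT. Mm-CPN (25 nM final) hydrolysed 10 uM ATP over 30 min at 37°C; ADP was read by HTRF.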
Nrf2 inh – Nrf2 pathway inhibition. A549 ARE-Fluc reporter, luciferase luminescence, 18-24 h. Potency, µM (highest dose often 46 µM), inactives show at the highest dose activity change, negative = inhibition, most hits filed as inhibitors. actives 2.1% (n = 360,000). AID 504444; also: potency is read from the fitted curve at half-maximal effect; % is scaled to controls: 0 for no effect and ±100 for the full control effect; nearly all actives have a fitted effect of over 60% in size
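Cells were seeded and rested 2 h, then exposed to compounds for 18-24 h. CellTiter-Fluor was read first as a viability measure. BugLite was added 15 min before the final luminescent read of ARE-luciferase activity in A549 cells.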
Abeta yeast res – compounds reversing amyloid beta toxicity in yeast | yeast expressing A-beta42, growth rescue, OD600, 48 h; response scale: 0% DMSO, 100% iron-clioquinol control | Potency, µM (series often up to 46.1 µM), for inactives: at the highest dose growth rescue, most hits filed as activators | actives 0.063% (n = 410,000); also: potency is read from the fitted curve at half-maximal effect; nearly all actives have a fitted effect of over 55% in size
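Yeast growth medium received pinned compounds, then yeast cells expressing toxic A-beta were added; plates incubated at 30 C for 48 hr. Growth read as absorbance at 600 nm, normalized to DMSO and equimolar FeCl3 plus clioquinol controls.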
Nrf2 activator – activators of Nrf2 (ARE) signaling; actives 0.31% (n = 410,000); AREc32 ARE-luciferase reporter (MCF7-derived line), luminescence, 24 h; Potency, µM (series often up to 46.1 µM), without a hit: at the top dose activation, usual class: activators; AID 624171; also: potency is read from the fitted curve at half-maximal effect; % of control where 0% means no effect; nearly all actives have a fitted effect of over 65% in size
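ARE activation measured as luciferase luminescence (Steady-Glo, 30 min RT) in AREc32_Fluc cells after 24 hr compound exposure at 37 deg C, 5% CO2; cells seeded overnight at 1000/well in OPTI-MEM, 5% FBS.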
TGFb SMAD3 inh – blocks TGF-b signaling. AID 588855. actives 1.2% (n = 410,000). HepG2 CAGA-GFP TGF-b/SMAD3 reporter, GFP fluorescence, 18 h; TGF-beta stimulated, 500 pg/mL final. Potency, µM (doses to about 46.1 µM), inactives show at the highest dose activity, negative = inhibition, usual class: inhibitors; also: potency is read from the fitted curve at half-maximal effect; % is scaled to controls: 0 for no effect and ±100 for the full control effect; nearly all actives have a fitted effect of over 65% in size
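HEPG2 CAGA-GFP reporter cells (1000/well, DMEM with 1% FBS) received compounds, then recombinant TGF-beta at 500 pg/mL final for 18 hours at 37 degrees C. Per-cell GFP summed per well was normalised to unstimulated and stimulated DMSO controls before curve fitting.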
A549 viability – counter-screen for Nrf2 inhibitors: cytotoxicity in A549 cells; Potency, µM (series often up to 46 µM), inactives show at the top dose activity change, negative = cytotoxicity, actives largely listed as inhibitors; actives 0.16% (n = 390,000); A549 ARE-Fluc cells, CellTiter-Fluor viability, 18-24 h; AID 504648; also: potency is read from the fitted curve at half-maximal effect; % is scaled to controls: 0 for no effect and ±100 for the full control effect
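A549 ARE-Fluc cells in 5% FBS OPTI-MEM, 5000 cells/well, rested 2 h then exposed to compounds in concentration-response for 18-24 h at 37 °C. Viability by CellTiter-Fluor fluorescence (Ex 405/Em 525) after 30 min; luciferase luminescence (BugLite, 15 min, RT) read afterwards.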
* marks the source's active call; other numbers are inactive results; i = inactive; ? = inconclusive; nt = not tested or not shown; [ ] = remark or other dose. Unless noted, calls follow the shape of the dose curve; as a rule, active = well fitted curve in the direction sought with a large enough effect; inconclusive = small, poorly fitted or top-dose-only effect, or another doubt; inactive = no such curve, though single readings can be large; an effect the other way counts as inactive or inconclusive.

nr | structure | pAkt inh | HepG2 viability | CCT chaperon mod | Mm-Cpn inhibitor | Nrf2 inh | Abeta yeast res | Nrf2 activator | TGFb SMAD3 inh | A549 viability
1 | Cc1[nH]c(=O)[nH]c(=O)c1/C=C/C(=O)O | i | 11% | 0.0 | 0% | 8% | 8% | 0.2% | 19% | -3%
2 | CC1CCC(N2CC(=O)N(CCC3=CCCCC3)C(c3ccc(F)cc3)C2=O)CC1 (stereo unspecified) | nt | -10% | nt | nt | nt | 7% | 1.0% | 6% | -1%
3 | Cc1ccc(NC(=O)COc2nc(C)cs2)cc1 | i | -3% | -2.9 | 0% | 6% | 7% | -0.4% | -11% | -4%
4 | O=C(COC(=O)CSc1ccccc1)NCCNC(=O)COC(=O)CSc1ccccc1 | i | 0% | -1.5 | 0% | 7% | 10% | 2.2% | -17% | 1%
5 | COC(=O)C1=C(C)NC(=O)CC1c1ccccc1OC (stereo unspecified) | i | -3% | -0.9 | 2% | -3% | -3% | 0.3% | 4% | 6%
6 | CCOC(=O)c1ccc(NS(=O)(=O)c2cc(C)ccc2OC)cc1 | i | -37% | -0.6 | nt | ? | -6% | 0.9% | -22% | nt
7 | CCOC(=O)CSc1nc2ccc(N3CCOCC3)cc2c(=O)n1Cc1ccccc1 | nt | 2% | -0.6 | -6% | 9% | 9% | 0.3% | -2% | -11%
8 | Cc1ccccc1-n1nc2c(c1NC(=O)c1c(-c3ccccc3Cl)noc1C)CS(=O)(=O)C2 | i | -8% | -0.5 | 0% | 1% | 14% | -0.9% | -5% | -3%
9 | O=C(CO)C(O)C(O)C(O)CO (stereo unspecified) | i | -2% | -3.8 | 2% | -18% | -14% | -1.1% | 3% | -5%
10 | Cc1ccc(S(=O)(=O)N2CCN(C(=O)c3ccccc3)CC2)cc1 | nt | 4% | -0.3 | -2% | 6% | -6% | -0.1% | 1% | 12%
11 | CC(=O)Nc1ccc(S(=O)(=O)NCCC(=O)Nc2ncccc2C)cc1 | i | -1% | 4.0 | -2% | 14% | -12% | 0.2% | 4% | -1%
12 | CCN(CC(=O)Nc1cc(Cl)ccc1C)C(=O)C1CCN(c2ncnc3sc(C)c(C)c23)CC1 | i | -18% | -1.9 | nt | nt | -9% | -4.8% | ? | nt
13 | O=C(NNc1cccc(Cl)n1)c1ccc(Cl)cc1Cl | nt | -1% | -1.7 | -2% | 7% | 20% | 0.7% | -20% | -11%
14 | CCN(CC)c1ccc(NC(=O)c2ccc3c(c2)OCO3)c(C)c1 | i | -3% | 0.9 | -2% | 8% | -2% | -0.7%[9.22 µM] | -6% | -6%
15 | COc1ccc(/C=C2/CCC(CN3CCOCC3)C2=O)cc1 (stereo unspecified) | i | 11µM* | -0.2 | nt | 2% | -80%[inhibitor] | ? | 5µM* | -4%

Two compounds picked at random from the list so far, as already listed:
nr | structure | pAkt inh | HepG2 viability | CCT chaperon mod | Mm-Cpn inhibitor | Nrf2 inh | Abeta yeast res | Nrf2 activator | TGFb SMAD3 inh | A549 viability
10 | Cc1ccc(S(=O)(=O)N2CCN(C(=O)c3ccccc3)CC2)cc1 | nt | 4% | -0.3 | -2% | 6% | -6% | -0.1% | 1% | 12%
11 | CC(=O)Nc1ccc(S(=O)(=O)NCCC(=O)Nc2ncccc2C)cc1 | i | -1% | 4.0 | -2% | 14% | -12% | 0.2% | 4% | -1%

Next results
nr | structure | pAkt inh | HepG2 viability | CCT chaperon mod | Mm-Cpn inhibitor | Nrf2 inh | Abeta yeast res | Nrf2 activator | TGFb SMAD3 inh | A549 viability
16 | CCOc1ccc(NC(=O)C(C)Oc2ccc(C#N)cc2)cc1S(=O)(=O)N1CCCC1 (stereo unspecified) | i | -22% | -10 | 2% | -13% | -1% | 0.1% | ? | 7%
17 | N#C/C(=C/c1ccccc1[N+](=O)[O-])C(=O)NCc1ccco1 | i | -7% | -0.1 | 1% | 18% | 30% | ? | 30%[activator] | 1%
18 | CCOC(=O)[C@]12CCC=C1N(Cc1ccco1)C(=O)[C@H](CC(=O)NCc1ccccc1)C2 | i | nt | -0.5 | nt | nt | -1% | 0.6% | nt | nt
19 | COc1cc(/C=C2\SC(=S)N(CCC(=O)Nc3ccc(O)cc3)C2=O)cc(OC)c1OC | i | -40% | 0.5 | -2% | ? | -21% | -0.5% | -12% | 0%
20 | CCCn1c(N2CCN(CC(=O)c3c(C)n(C)c4ccc(OC)cc34)CC2)nc2c1c(=O)[nH]c(=O)n2C | i | -2% | 1.8 | 0% | ? | 5% | 2.2% | 0% | -6%
21 | COc1ccc(NC(=O)Nc2cc(C)ccc2F)cc1OC | i | -9% | 1.8 | -1% | ? | -3% | 2.5% | -1% | 4%
22 | CCNc1nc(N)nc(Oc2ccc(OCCOc3ccccc3)nn2)n1 | i | -16% | -0.1 | 1% | -9% | 4% | 2.2% | -27% | 7%
23 | COc1ccccc1NC(=O)CN1CCN(CC(=O)Nc2ccc(OC)c(OC)c2)CC1 | i | -4% | -0.6 | 0% | -1% | 7% | -1.5% | -1% | 0%
24 | Cc1ccc(SCC(=O)Nc2ccc(O)c(-c3nc4cc(C)ccc4o3)c2)cc1 | nt | -26% | nt | nt | 13% | 9% | ? | 21% | 12%
25 | CCOc1ccccc1C(=O)Nc1nnc(SCC(=O)N2CCCC2)s1 | i | 0% | 0.2 | nt | nt | 2% | -1.0% | -2% | nt
26 | COc1ccccc1C(=O)Nc1nnc(-c2ccc3c(c2)CCCC3)o1 | i | -56% | 1.1 | -1% | -22% | 2% | 0.6% | ? | 7%
27 | O=C(CN(C(=O)c1csnn1)c1ccc(F)cc1)NCCc1ccccc1 | i | -2% | -0.7 | -5% | 6% | -24% | 0.1% | -1% | -3%
28 | CCn1c(SCC(=O)N/N=C/c2ccc(O)c(OC)c2)nc2ccccc21 | i | 8% | -0.9 | 1% | ? | -5% | 12% | 9% | 20%
29 | N#C/C(=C/c1cc[nH]c1)C(N)=S | i | -21% | 0.8 | -3% | -15% | -6% | 2.9% | -9% | -26%
30 | O=C(CNCc1ccccn1)Nc1cc(C(F)(F)F)ccc1N1CCOCC1 | i | -13% | -0.5 | 0% | 10% | -13% | -1.3% | 0% | 2%
31 | COc1ccc(-n2nc(C(=O)NCCCOC(C)C)c3c4ccccc4n(C)c3c2=O)cc1 | nt | 2% | nt | nt | 0% | -13% | 0.9% | -6% | -6%
32 | COc1cccc(NC(=O)Cn2c(CCC(=O)O)ccc2-c2ccc(C)cc2)c1 | i | 16µM* | -1.7 | 2% | -29% | 0% | 0.6% | ? | 0%
33 | COCCCNCCC(CCC(C)C)c1ccc2c(c1)OCO2 (stereo unspecified) | i | -33% | -3.0 | -1% | 1% | 30% | 0.1% | -7% | -19%
34 | CCOc1cc(NC(=O)c2cccs2)c(OCC)cc1NC(=O)c1cccnc1 | i | -6% | -0.6 | -22% | 2% | 0% | -0.1% | -13% | 1%
35 | O=C(N/N=C/c1cc(Br)cs1)c1ccccc1[N+](=O)[O-] | i | -24% | -0.5 | 2% | ? | -6% | 0.1% | -24% | 3%
36 | COc1ccc(C2Nc3ccccc3C(=O)N2Cc2ccccc2)cc1 (stereo unspecified) | i | -9% | 0.6 | -1% | -29% | 11% | -0.1% | -17% | -12%
37 | Clc1cccc(N2CCN(Cc3ccc(Br)o3)CC2)c1 | i | -8% | -0.5 | 2% | 4% | 3% | 0.2% | -19% | -1%
38 | Cc1cccc(C)c1NC(=O)CNC(=O)c1c(C)nn(-c2ccccc2)c1Cl | i | -1% | -0.7 | 2% | -1% | 0% | -0.7% | -2% | 13%
39 | CC(C)Nc1nc2c(S(=O)(=O)c3cccc(Cl)c3)nnn2c2ccsc12 | nt | 1% | nt | nt | 29% | -13% | 0.2% | 18% | 14%
40 | CCOc1cc(N2CCOCC2)c(OCC)cc1NC(=O)c1cc(S(=O)(=O)N2CCOCC2)ccc1C | i | 10% | 1.8 | -1% | -5% | 2% | -0.2% | 0% | 0%
41 | O=c1[nH]cccc1-c1nc2ccccc2[nH]1 | i | 1% | -4.9 | -11% | 2% | -15% | 4.4% | 0% | 2%
42 | CCN1C(=O)[C@H]2[C@H]3CN=C(SCc4ccccc4)N3[C@@](CC)(C(=O)OC)[C@H]2C1=O | i | -1% | -0.6 | -1% | 5% | 0% | 0.0% | 16% | -2%

Some values from above.
`COc1ccc(-n2nc(C(=O)NCCCOC(C)C)c3c4ccccc4n(C)c3c2=O)cc1` in Nrf2 inh: 0%
`Cc1cccc(C)c1NC(=O)CNC(=O)c1c(C)nn(-c2ccccc2)c1Cl` in Nrf2 activator: -0.7%
`O=C(N/N=C/c1cc(Br)cs1)c1ccccc1[N+](=O)[O-]` in TGFb SMAD3 inh: -24%
`COCCCNCCC(CCC(C)C)c1ccc2c(c1)OCO2` (stereo unspecified) in A549 viability: -19%
`CCOc1cc(NC(=O)c2cccs2)c(OCC)cc1NC(=O)c1cccnc1` in Nrf2 activator: -0.1%
`CC(C)Nc1nc2c(S(=O)(=O)c3cccc(Cl)c3)nnn2c2ccsc12` in Nrf2 inh: 29%
`CCOc1cc(N2CCOCC2)c(OCC)cc1NC(=O)c1cc(S(=O)(=O)N2CCOCC2)ccc1C` in HepG2 viability: 10%
